# UBC13 inh: UBC13 polyubiquitin chain formation inhibitors, primary screen, biochemical, TR-FRET, uHTS | Ubiquitin-conjugating enzyme E2 N (Homo sapiens), P61088 | inhibition, % at 20 µM | actives 0.47% (n = 330,000) | AID 485273, 2010; in the data active = inhibition above about 45%, passing the limit was not always enough
# Target sequence (P61088 whole entry, looked up): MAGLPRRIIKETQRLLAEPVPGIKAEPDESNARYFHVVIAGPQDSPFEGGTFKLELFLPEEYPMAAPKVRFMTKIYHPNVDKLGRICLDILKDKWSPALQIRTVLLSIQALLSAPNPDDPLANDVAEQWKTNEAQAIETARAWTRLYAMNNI
# beta cell repl: inducers of MIN6 beta-cell proliferation, primary screen, ATP luminescence, uHTS; actives 0.29% (n = 330,000); MIN6 cells proliferation, ATPlite luminescence, 48 h; cells starved in 0.2% serum; 100% = growth in 10% serum; proliferation, % at 10 µM; AID 2380, 2010;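 active = compounds whose signal lies at least 3.5 SD above the mean of all wells on their plate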;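 note: 0% = DMSO-treated cells in low-serum medium and 100% = 10% serum control; some compounds called inactive have numbers as strong as hits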
# PfGluPho inh: PfG6PD enzyme inhibitors, primary screen, biochemical, fluorescence intensity, uHTS; glucose-6-phosphate dehydrogenase-6-phosphogluconolactonase (Plasmodium falciparum 3D7); inhibition, % at 20 µM; AID 504690, 2011; actives 0.78% (n = 350,000); PfGluPho enzyme, NADPH resazurin-diaphorase fluorescence;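 active = inhibition reaching at least a set limit at 20 µM in the primary screen, cut at about 59% in these data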;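 note: 0% = DMSO wells with substrate and 100% = DMSO wells lacking glucose-6-phosphate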
# HKDC1 inhibitor: HKDC1 hexokinase inhibitors, primary screen, biochemical, fluorescence, uHTS | recombinant HKDC1, G6PDH/diaphorase resazurin coupled fluorescence | inhibition, % at 20 µM | actives 0.16% (n = 340,000);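 active = inhibition above about 35% when tested at 20 µM, limit read from the data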;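 note: plate controls were DMSO wells with enzyme for no effect and DMSO wells lacking enzyme for full effect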
#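 Assay system – recombinant HKDC1 (HK5) hexokinase enzyme, produced in-house · Input – HKDC1 at 5 µg/mL · Reagent – glucose plus 1 mM ATP as hexokinase substrates · Timing – 90 min reaction incubation at room temperature, dark · Measured by – G6PDH/diaphorase-coupled fluorescence, 1 mM NADP, 100 µM resazurin, 525/613 nm · Benchmarks – DMSO-enzyme wells negative, buffer-substituted wells positive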
# SENP8 block-1: SENP8 protease inhibitors, primary screen, biochemical, luminescence; Sentrin-specific protease 8 (Homo sapiens), Q96LD8; purified SENP8, Z-RLRGG-aminoluciferin cleavage; inhibition, % at 10 µM; actives 1.2% (n = 330,000); AID 2540, 2010; in the data active = inhibition above about 50%
# SENP6 inh: SENP6 protease inhibitors, primary screen, biochemical, luminescence, uHTS | Recombinant SENP6 catalytic domain, aminoluciferin luminescence | actives 1.8% (n = 330,000) | Sentrin-specific protease 6 (Homo sapiens), Q9GZR1 | inhibition, % at 10 µM;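 active = inhibition above about 50% at the single tested dose, limit read from the data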;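 note: plate controls were DMSO wells with enzyme for no effect and DMSO wells lacking enzyme for full effect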
# Target sequence (Q9GZR1 628-1112 limits assumed): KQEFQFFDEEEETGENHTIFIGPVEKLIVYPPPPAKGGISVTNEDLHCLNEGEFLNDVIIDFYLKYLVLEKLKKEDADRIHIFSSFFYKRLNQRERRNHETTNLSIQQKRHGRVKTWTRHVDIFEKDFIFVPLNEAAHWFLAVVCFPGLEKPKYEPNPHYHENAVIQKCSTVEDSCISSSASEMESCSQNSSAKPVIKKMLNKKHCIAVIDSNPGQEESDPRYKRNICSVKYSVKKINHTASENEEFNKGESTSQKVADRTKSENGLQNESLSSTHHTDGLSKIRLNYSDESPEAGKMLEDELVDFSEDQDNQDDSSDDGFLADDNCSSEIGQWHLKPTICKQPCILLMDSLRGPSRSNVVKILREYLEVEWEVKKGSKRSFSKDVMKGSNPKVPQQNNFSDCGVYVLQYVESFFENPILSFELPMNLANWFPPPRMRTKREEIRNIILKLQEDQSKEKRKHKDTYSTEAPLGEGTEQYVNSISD
# SENP8 block-2: human SENP8 protease inhibitors, primary screen, biochemical, fluorescence, Nedd8 protein substrate, uHTS; inhibition, % at 20 µM; recombinant SENP8; AID 602440, 2012; Sentrin-specific protease 8 (Homo sapiens), Q96LD8; actives 0.64% (n = 360,000); in the data active = inhibition mostly above about 40%, no sharp cut-off; inactive = mostly below about 27%
# SENP1 FRET inh: human SENP1 catalytic domain inhibitors, primary screen, biochemical, FRET, uHTS; inhibition, % at 10 µM; actives 0.21% (n = 360,000); recombinant SENP1 catalytic domain, CyPet-SUMO1-YPet FRET cleavage;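 active = inhibition at least 30% at 10 µM, raw YFP signal under a set limit, fluorescence ratio 0.5 to 1.5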;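 note: 0% = enzyme with DMSO and 100% = no enzyme wells; some results filed as inactive read as strong as hits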
#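 Test system: human SENP1 catalytic domain; medium: Tris pH 8 buffer plus EDTA, NaCl, BME, BSA, NP40, catalase; incubation: 50 min reaction at room temperature; technique: FRET, CFP and YFP emission; controls: no-enzyme low control and enzyme-plus-DMSO high control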
# SENP7 block: SENP7 protease inhibitors, primary screen, biochemical, luminescence, uHTS. Sentrin-specific protease 7 (Homo sapiens), Q9BQF6. recombinant SENP7, Z-RLRGG-aminoluciferin luminescence, 40 min. inhibition, % at 5 µM. actives 1.5% (n = 330,000);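 active = inhibition above about 50% at the single test dose, limit read from the data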;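 note: plate controls were DMSO with enzyme for no effect and no enzyme buffer wells for full effect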
# Target sequence (Q9BQF6 706-1050 limits assumed): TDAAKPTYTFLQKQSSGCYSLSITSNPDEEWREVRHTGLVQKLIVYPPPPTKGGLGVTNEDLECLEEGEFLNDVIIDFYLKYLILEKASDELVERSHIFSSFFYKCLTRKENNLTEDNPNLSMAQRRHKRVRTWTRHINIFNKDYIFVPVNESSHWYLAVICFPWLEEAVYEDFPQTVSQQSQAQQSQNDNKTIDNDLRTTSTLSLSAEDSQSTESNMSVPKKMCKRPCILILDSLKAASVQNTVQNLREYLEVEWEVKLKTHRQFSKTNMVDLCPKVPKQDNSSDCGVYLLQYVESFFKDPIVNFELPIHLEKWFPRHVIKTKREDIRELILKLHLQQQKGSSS
# * hit, by the source's call; / = not tested or not shown; & = joins results of further samples. Random draw from the library (roughly 4% active in at least one column).
SMILES,UBC13 inh,beta cell repl,PfGluPho inh,HKDC1 inhibitor,SENP8 block-1,SENP6 inh,SENP8 block-2,SENP1 FRET inh,SENP7 block
Cc1nc2c3cc(F)ccc3n(Cc3ccccc3F)c2s1,3,-2,-1,-3,-9,6,13,-2,-6
Cc1cc(NC(=O)CCCN2C(=O)/C(=C\c3cccs3)SC2=S)no1,10,0,-2,10,-7,-9,11,-4,-9
CCCc1cc(=O)oc2cc(OC(C)C(=O)NCC3CCC(C(=O)O)CC3)c(Cl)cc12 (stereo not given),-1,-4,-3,-1,11,-6,-37,2,-3
Cc1nn(CC(=O)c2ccccc2)c(=O)c2nn(-c3ccccc3F)c(C)c12,-4,3,-6,-2,-2,-4,24,1,4
CCOC(=O)N1CCN(CC(O)COc2ccccc2[N+](=O)[O-])CC1 (stereo not given),2,0,6,-3,-6,26,5,1,5
CC(=O)Nc1ccc(C=NNc2ccc(S(=O)(=O)Nc3ccccc3C(=O)O)cc2[N+](=O)[O-])cc1,-56,-2,-26,2,6,7,35,1,0
Cc1sc2nc(SCC(=O)Nc3ccc(S(=O)(=O)NCCCC(=O)O)cc3)[nH]c(=O)c2c1C,1,-2,-2,-4,5,40,9,2,1
O=C(NCc1ccco1)C(Cc1ccccc1)NS(=O)(=O)c1cccc2nsnc12 (stereo not given),-40,0,-10,-3,-3,-7,4,3,-9
N#CCCn1cc(C(=O)N2CCCCC2)c(-c2cccc([N+](=O)[O-])c2)n1,-1,0,0,2,-5,0,4,2,4
Cc1cccc2sc(NNC(=O)c3ccc(S(=O)(=O)N4CCc5ccccc5C4)cc3)nc12,-74,-7,5,-26,0,-6,-18,24,6
COCCNC(=O)CS(=O)Cc1nc(-c2ccc(Cl)cc2)oc1C (stereo not given),0,-4,-8,0,3,-12,7,5,-3
COc1ccc(C2C(C#N)=C(N)OC3=C2C(=O)CC(C)(C)C3)cc1Cn1cc([N+](=O)[O-])cn1 (stereo not given),-9,-1,7,-16,8,-2,37,-1,1
CCn1ncc(/C=N/NC(=O)c2cc(Cl)ccc2OC)c1C,8,2,-4,3,7,-11,13,0,-6
Cc1ccc(-n2c(C)cc(C(=O)COC(=O)c3ccc[nH]c3=O)c2C)cc1C,-5,-5,-3,-8,-3,7,-10,3,5
O=S(=O)(c1ccccc1)n1ccc2ccccc21,2,-3,13,5,0,-10,0,-2,-5
N#Cc1ccc(CNc2cnccn2)cc1,21,-1,-8,3,-2,6,-296,-3,6
CCOC(=O)COc1ccc(S(=O)(=O)NCCC2=CCCCC2)cc1,10,-4,1,-3,-142,-4,8,-2,3
O=C1NN=C(c2ccc(Br)cc2)CC1c1ccc(Cl)cc1 (stereo not given),6,-3,-6,2,-2,2,8,3,10
O=C(NC1CCCC1)c1ccc(Cn2c(=O)[nH]c3ccsc3c2=O)cc1,15,1,0,-5,-4,-41,12,-2,-5
NNC(=O)Cn1c(COc2ccc(Cl)cc2)nc2ccccc21,4,0,0,-7,-1,-12,4,0,-6
Cc1oc2cc3oc(=O)c(CCC(=O)NCCCN4CCCC4=O)c(C)c3cc2c1C,7,-2,-4,2,-1,2,-177,-5,0
COc1ccc(CNc2nc(C)c([N+](=O)[O-])c(C)c2C#N)cc1,5,-1,-4,-3,0,0,5,0,7
O=c1[nH]c2cccnc2n1-c1cccc([N+](=O)[O-])c1,22,0,-9,0,-2,-15,/,/,5
CCc1nn2c(N)c(/C=C3\C=Nc4ccccc43)c(=O)nc2s1,-12&-23,-2&-3,-20&-35,4&20,4&-6,-2&-13,-37&-14,-137&-116,2&-7
Cc1cc(C(=O)N2CCCC(C(=O)c3cccc4ccccc34)C2)nc(C)n1 (stereo not given),-3,2,-5,-5,5,8,18,-1,-4
Cc1nnn(C23CC4CC(CC(C4)C2)C3)n1,-9,-3,-1,-3,-9,-11,6,2,5
CCOc1ccccc1C(C(=O)NC1CCCC1)N(C(=O)c1csnn1)C1CC1 (stereo not given),-1,0,5,4,-5,-14,5,1,-11
COc1ccc(C(=Cc2cc(OC)c(OC)cc2[N+](=O)[O-])C(=O)O)cc1,/,/,17,-2,/,/,-30,-30,/
COc1ccc(CNC(=O)C(C)c2ccc([N+](=O)[O-])cc2)cc1 (stereo not given),-4,-2,-11,-3,-5,-12,10,-1,-3
CCN(CC)c1ccc(C(=O)NNC(=O)CNC(=O)c2ccco2)cc1,-8,-1,-8,-2,-1,-11,-9,-4,1
COC(=O)c1ccc(C)c(NC(=O)CCc2cc(OC)c(OC)c(OC)c2)c1,3,0,10,-17,-4,-1,9,0,7
CC(C)N1C(=O)CCC1C(=O)NCc1cccs1 (stereo not given),-1,-4,-12,-3,0,-9,6,2,12
O=C(NC(=S)Nc1ccc2[nH]c(=O)[nH]c2c1)c1ccccc1F,2,-4,-4,0,3,3,8,-2,-2
Cn1ncc(C#N)c1NC(=O)c1cc(-c2ccccc2Cl)on1,-3,-2,-46,-4,-6,-1,13,2,-2
O=C(O)c1cnn2c1NC(c1cccs1)CC2C(F)(F)F (stereo not given),-2,-3,-10,-9,8,14,13,-1,3
O=c1[nH]cnc2sc(-c3ccccc3)cc12,4,-2,1,-6,-3,3,-77,-2,9
CCc1ccc(C(=O)COC(=O)CNC(=O)COc2ccccc2)cc1,-6,1,-2,-3,-3,-8,17,3,-8
O=C(CN1C(=O)c2ccccc2S1(=O)=O)c1ccc2c(c1)OCCO2,1,-4,-1,-3,9,-28,5,5,3
CC(=O)c1ccccc1NC(=O)COC(=O)/C=C/c1cccs1,5,1,10,14,-13,-7,-1,2,3
CCCNC(=O)COC(=O)/C=C/c1cccc(F)c1,2,1,8,-7,5,-5,12,2,3
Cc1nc2ccccc2nc(C)c1=NOCc1ccc(Cl)cc1Cl,4,-2,14,-4,-3,-8,8,2,7
COc1cccc(C(=O)CN(C(=O)c2ccc(Cl)cc2Cl)N2C(=O)c3ccccc3C2=O)c1,-4,0,-9,-1,-3,-3,8,1,3
CC(C)CCN(C(=O)c1csnn1)C(C(=O)NC1CCCC1)c1ccccc1 (stereo not given),8,1,8,3,0,-10,0,-1,4
O=Cc1c(NCc2ccccc2)c2ccccc2[nH]c1=O,0,-1,-6,-7,-3,-16,11,1,2
CC(Oc1ccccc1Br)C(=O)N1CCc2ccccc21 (stereo not given),3,-5,-5,-3,-3,-7,-13,-1,3
Cc1ccc(N(C(C)C(=O)N2CCC(C)CC2)S(C)(=O)=O)cc1C (stereo not given),-2,0,-8,-9,-3,-17,6,0,-12
O=C(NNS(=O)(=O)c1ccccc1Cl)c1nn(-c2ccc(F)cc2)ccc1=O,2,2,-13,-2,4,-13,10,5,-3
CN(c1ccc(C(=O)Nc2ccc3c(c2)OCCO3)cc1)S(C)(=O)=O,-7,-2,10,-11,36,57*,10,1,-13
CC1(C)NC(=O)N(CC(=O)N2CCCC(C(F)(F)F)C2)C1=O (stereo not given),-2,0,12,-6,-5,-18,7,2,-1
O=[N+]([O-])c1cccc(-c2nnc3ccc4ccccc4n23)c1,7,3,19,8,3,20,12,1,2
CC[C@@]1(O)C(=O)OCc2c1cc1n(c2=O)Cc2cc3c(N)cccc3nc2-1,-44,-7,30,24,-3,11,-237,32*,0
Cc1c(C(=O)N2CCc3ccccc32)cnn1C,-5,-3,-20,2,-10,-35,-2,2,-10
CC(C)=NNC(=O)c1c(O)c2ccccc2[nH]c1=O,-7,-4,-5,0,0,-2,8,-21,15
CCn1cc([N+](=O)[O-])c(C(=O)Nc2nc(-c3ccc(C)cc3)c(C)s2)n1,9,1,4,-4,0,-17,15,3,8
CCNC(=O)CCSc1nnc(-c2ccco2)o1,10,0,-13,4,-3,2,9,-1,-1
Cc1cc(N2C(=O)C(O)=C(C(=O)c3cc4ccccc4o3)C2c2ccc(OC(C)C)cc2)no1 (stereo not given),-10,-3,-11,-8,2,1,-114,-54,-3
CCN1C(=O)c2ccccc2S(=O)(=O)c2ccc(C(=O)NC(C)C)cc21,-2,6,6,-6,-12,-34,12,1,-1
CC(C)[C@H](NS(=O)(=O)c1ccccc1F)C(=O)OCC(=O)Nc1cccc(S(N)(=O)=O)c1,2,0,9,-10,8,8,-6,2,5
CCCc1ccc(-c2cc(C(=O)NC3=NCCS3)c3ccccc3n2)cc1,15,0,18,4,-5,13,-21,-1,0
CC(C)(C)C(=O)NC(=S)Nc1ccc(F)cc1,-12,0,-9,-7,-8,-32,10,0,-5

# (continued)
SMILES,UBC13 inh,beta cell repl,PfGluPho inh,HKDC1 inhibitor,SENP8 block-1,SENP6 inh,SENP8 block-2,SENP1 FRET inh,SENP7 block
O=C(O)C1CCCCC1C(=O)NCCCc1ccccc1 (stereo not given),-2,9.0*,-8,-4,4,-10,-9,-1,4
Cc1cc(C)c(NC(=O)COC(=O)CSc2ccc(Br)cc2C)c(C)c1,-21,-4,0,-7,-7,-9,26,2,-10
CCN(C(=O)CSc1cc(C)c2ccccc2n1)C1CCS(=O)(=O)C1 (stereo not given),13,0,-3,-7,6,-15,2,1,3
Cc1cc(SCC(=O)c2ccc(O)c(O)c2)nc2ccccc12,-8,-3,-26,0,-13,-8,15,-1,-3
COCCn1c(SCC(=O)NC2CCCC2)nc2cccnc21,-13,-1,-24,3,-6,1,7,-1,-11
NC(=O)CCn1ccc2ccccc21,7,2,4,-6,-1,-2,15,1,-6
Nc1nc(Cl)nc2ncn(Cc3ccccc3)c12,28,-5,-9,5,-4,-6,5,6,-15
O=C(CCNS(=O)(=O)c1ccc2c(c1)CCC(=O)N2)NCc1ccc2c(c1)OCO2,-4,-3,-6,-1,0,2,19,1,7
Cc1csc(NC(=O)c2cccc(C)c2C)n1,4,-4,-7,-10,-4,-3,6,-1,3

# Complete entries as entered above. Values in the order: UBC13 inh | beta cell repl | PfGluPho inh | HKDC1 inhibitor | SENP8 block-1 | SENP6 inh | SENP8 block-2 | SENP1 FRET inh | SENP7 block
# `NC(=O)CCn1ccc2ccccc21` across the screens: 7 | 2 | 4 | -6 | -1 | -2 | 15 | 1 | -6
# `Cc1cc(SCC(=O)c2ccc(O)c(O)c2)nc2ccccc12` across the screens: -8 | -3 | -26 | 0 | -13 | -8 | 15 | -1 | -3
# `CCN(C(=O)CSc1cc(C)c2ccccc2n1)C1CCS(=O)(=O)C1` (stereo not given) across the screens: 13 | 0 | -3 | -7 | 6 | -15 | 2 | 1 | 3
# `O=C(CCNS(=O)(=O)c1ccc2c(c1)CCC(=O)N2)NCc1ccc2c(c1)OCO2` across the screens: -4 | -3 | -6 | -1 | 0 | 2 | 19 | 1 | 7
